TRPN1 ag = activates the zebrafish TRPN1 channel; HEK293 zebrafish TRPN1-YFP, Fluo-8 calcium fluorescence; 100% = response to 87 µM carbachol; activation, % at 3 µM; 220,000 compounds, 0.18% hits; AID 1424;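 active = activation above its plate's cutoff, the mean activation of test wells on that plate plus 3 SD, cut at about 19% in these data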;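 note: 0% = DMSO alone and 100% = 87 µM carbachol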
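Material – zebrafish TRPN1-YFP in HEK293 cells · Doses – 3 µM single point · Schedule – dye 1 h 37 °C plus 30 min RT · Signal – Fluo-8 calcium fluorescence, excitation 470-495 nm, emission 515-575 nm · Read-out – % activation versus carbachol response · Control set – carbachol high, DMSO low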
KCC2 mod = KCC2 (human) Cl- transport modulation; KCC2 cells, thallium flux FluoZin-2 fluorescence; AID 1456; Q9H2X9; 190,000 compounds, 2.2% hits; B-score of Tl+ flux slope (higher = more flux/activation; lower = inhibition) at 10 µM;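 active = thallium flux slope and its plate-corrected score both differing from the plate sample mean at a set confidence after two filtering rounds, in either direction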;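 note: slope of fluorescence scaled to starting intensity during 10 to 20 s after thallium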
EBV gp42 block = EBV gp42 inhibition. Fluorescence polarization binding assay, mP read-out. Q1HVG2. AID 1085. inhibition, % (tested at 21.74 µM). 220,000 compounds, 0.42% hits; in the data active = inhibition above about 50%
Target sequence (Q1HVG2 whole entry, looked up): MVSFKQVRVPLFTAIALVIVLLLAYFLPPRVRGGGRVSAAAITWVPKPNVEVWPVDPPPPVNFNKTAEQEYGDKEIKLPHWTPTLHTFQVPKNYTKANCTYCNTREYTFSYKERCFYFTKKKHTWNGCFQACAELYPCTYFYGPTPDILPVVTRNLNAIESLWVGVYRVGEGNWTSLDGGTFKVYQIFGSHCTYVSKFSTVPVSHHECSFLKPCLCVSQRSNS
thrombin 1536 = blocks human thrombin protease activity; alpha-thrombin, Boc-VPR-AMC fluorogenic substrate cleavage; inhibition, % at 5 µM; 220,000 compounds, 0.26% hits; AID 1046;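 active = inhibition at or above 40%; inactive = inhibition below 40%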;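 note: 0% = enzyme with no compound and 100% = wells without enzyme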
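Material: human alpha-thrombin enzyme / Medium: pH 7.5 Tris (50 mM) with NaCl 150 mM, Tween 20 0.05% / Compound: single-point dosing at 5 µM, 0.2% DMSO / Incubation: enzyme reaction carried out at room temperature / Detection: AMC fluorescence, 355/460 nm / Read-out basis: percent inhibition scaled between no-compound controls and no-enzyme blanks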
PPC-1+TRAIL kill = PPC-1 cancer cell killing with TRAIL present; PPC-1 cells + TRAIL, ATPLite viability luminescence; cell killing (% activity), % at 4 µM; 220,000 compounds, 0.41% hits; AID 1443;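 active = cell killing above 50% in the first pass at 4 µM, then a duplicate retest at 5 µM averaging 50% or more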;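 note: plate controls were cells with TRAIL plus DMSO for no effect and medium-only wells lacking cells for full effect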
Tb hexokinase = T. brucei hexokinase 1 inhibition. recombinant TbHK1, G6PDH-coupled NADH A340. inhibition, % at 10 µM. 220,000 compounds, 0.11% hits;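 active = inhibition of 50% or more in the single-dose primary screen; inactive = inhibition below 50%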
TRPML3 agonist = activates the human TRPML3 channel; activation, % at 3 µM; 220,000 compounds, 0.29% hits; Q8TDD5; HEK293 TRPML3-YFP, Fluo-8 calcium fluorescence; 100% = the carbachol control signal;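 active = activation above its plate's cutoff, the mean activation of the plate's test wells plus 3 SD, cut at about 12% in these data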;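 note: 0% = DMSO only wells and 100% = carbachol wells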
Target sequence (Q8TDD5 whole entry, looked up): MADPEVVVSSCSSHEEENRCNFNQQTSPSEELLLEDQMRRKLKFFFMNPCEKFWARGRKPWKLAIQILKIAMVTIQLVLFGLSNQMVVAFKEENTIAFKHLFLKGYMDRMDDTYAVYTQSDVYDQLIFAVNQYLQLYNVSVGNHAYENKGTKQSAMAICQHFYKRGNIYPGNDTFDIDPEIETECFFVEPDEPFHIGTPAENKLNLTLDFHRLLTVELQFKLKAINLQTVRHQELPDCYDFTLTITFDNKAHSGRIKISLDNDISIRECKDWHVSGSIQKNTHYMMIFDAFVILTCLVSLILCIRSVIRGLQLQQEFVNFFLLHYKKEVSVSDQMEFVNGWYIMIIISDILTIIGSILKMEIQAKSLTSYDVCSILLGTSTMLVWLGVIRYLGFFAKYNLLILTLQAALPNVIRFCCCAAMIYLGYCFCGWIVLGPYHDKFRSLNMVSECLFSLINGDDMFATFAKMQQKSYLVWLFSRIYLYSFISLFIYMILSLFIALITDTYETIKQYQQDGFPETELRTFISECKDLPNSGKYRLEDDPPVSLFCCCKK
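system = HEK293 cells stably carrying human TRPML3-YFP | doses = one concentration, 3 µM nominal, 0.3% DMSO | timing = dye loading 1 h 37 °C then 30 min ambient, 125 s read | detection = Fluo-8 calcium dye fluorescence, ex 470-495, em 515-575 nm | benchmarks = high control carbachol 87 µM, low control DMSO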
Furin inhibitor = inhibitors of human furin | purified furin, fluorogenic substrate cleavage | 220,000 compounds, 0.061% hits | inhibition, % at 30 µM | P09958; in the data active = inhibition above about 25%; note: inactives centre near -15
m-calpain inh = blocks pig calpain II enzyme activity; purified calpain II, fluorogenic peptide substrate, 30 min; inhibition, % at 16 µM; 220,000 compounds, 0.37% hits;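 active = inhibition above about 50%, limit read from the data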
* = called active by the depositor; i = inactive; . = no result given; [ ] = dose if it differs, or a comment.

Each structure is followed by: TRPN1 ag, KCC2 mod, EBV gp42 block, thrombin 1536, PPC-1+TRAIL kill, Tb hexokinase, TRPML3 agonist, Furin inhibitor, m-calpain inh
Cc1cc(C)nc(NC(=O)c2ccc3c(c2)OCO3)c1
  -0.7, -0.5, 5, 2, 18, 4, -0.3, -16, -16
CCOC(=O)c1cc(NC(=O)N2CCCc3ccccc32)c(C)nc1C
  0.5, 0.089, 3, -3, -6, 1, 0.5, -30, 29
CCCCNC(=O)/C=C/c1cccs1
  -0.7, 2.4, -3, -5, 30, -11, 0.3, -7, 19
COc1ccc(C(=O)Cn2c(NCCO)nc3ccccc32)cc1
  1.0, 0.07, -4, -2, 7, -4, 0.1, -15, -11
COc1ccc(OC)c(-c2csc(NC(=O)Cc3cccs3)n2)c1
  -1.9, -0.069, -7, -5, 6, -2, 0.0, -21, 1
CSc1nc2c(c(=O)[nH]1)C(c1ccc(Cl)cc1)CC(=O)N2 (stereo not drawn)
  2.0, -1.4, -6, -7, 3, 9, 1.3, -8, 30
CCOC(=O)C(=O)N1CCC(Cc2ccccc2)CC1
  -0.9, -0.14, -12, -1, -12, 0, 0.1, -17, -8
CCOC(=O)C1CCN(C(=O)Cc2cccs2)CC1
  0.7, -0.16, -3, 2, 11, -1, 0.5, -23[20 µM], 6
CCOc1cc(/C=C2/C(=O)N(c3ccccc3)N=C2C)ccc1OC(=O)c1cccs1
  -0.5, 0.99, 0, -3, 9, -14, -1.2, -14[20 µM], -128
Cc1cc(C(=O)NNC(=O)c2cccc(S(=O)(=O)N3CCOCC3)c2)c2ccccc2n1
  1.9, 0.62, -1, -22, 5, -9, 0.6, -27, 12
Cc1c2ccccc2cc[n+]1CCCS(=O)(=O)[O-]
  0.5, 0.18, -3, 6, 4, -6, 1.4, -20, -13
COc1ccc2[nH]c(-c3cccc(F)c3)cc(=O)c2c1
  0.3, -1.6, -20, -2, 7, -8, 0.6, -19, -227
C=C(C)c1cccc(C(C)(C)NC(=O)Nc2ccc(OC)cc2)c1
  -0.7, 0.1, -11, -9, -6, -7, 0.3, -17, 21
Cc1sc(NC(=O)CCCC(=O)O)c(C#N)c1C
  0.6, 0.21, -12, 3, -1, 11, 0.7, 5, -19
COc1cc(/C=N/NC(=O)CCNC(=O)c2ccccc2Cl)ccc1O
  0.7, -1.7, 2, -7, 14, -12, -0.5, -21, -33
CC(C)C(=O)Nc1cccc(NC(=S)NC(=O)c2ccc(Cl)cc2)c1
  6.1, 0.048, -27, 1, 19, 1, 1.4, 0, 9
O=C(Nc1ccc2c(c1)CCC2)c1cc(S(=O)(=O)N2CCN(c3ccccc3)CC2)ccc1Cl
  0.3, 0.19, -48, 1, 29, -13, 0.5, -15[20 µM], -46
Cc1nc(NC(=O)c2ccc(Cl)cc2)sc1-c1csc(Nc2cccc(F)c2)n1
  -0.8, ., 7, 0, -5, -1, 0.0, -2, -17
Cc1csc(NC(=O)c2ccc3c(=O)n4c(nc3c2)CCCCC4)n1
  2.3, 0.17, 3, -6, 1, -9, 0.9, -16, -3
O=C(NNc1cccc(Cl)n1)Nc1ccccc1Cl
  -0.1, -0.28, -17, -1, 3, -10, -0.7, 0[20 µM], -14
OCCNCC12CC3CC(CC(C3)C1)C2
  -0.1, 0.72, 2, -1, 10, 3, 0.6, -27, -31
Clc1ccc(NNc2ccnc3cc(Cl)ccc23)cc1
  -0.4, ., -16, 4, 8, -5, -0.2, -9[20 µM], 30
CC(C)N(C(=O)COC(=O)[C@H](C)NC(=O)c1ccco1)c1ccccc1
  1.2, 0.32, -4, -8, -5, -4, 0.3, -17, 15
CCOC(=O)N1CCN(CC(O)c2ccc3c(c2)CCN3)CC1 (stereo not drawn)
  0.8, -0.11, 9, 0, 14, 2, 0.2, -32, 6
O=C(/C=C/c1ccco1)N1CCN(c2ccccc2)CC1
  0.2, 0.1, -12, -1, 15, 24, 0.2, 0, 6
Nc1c(NCCN2CCOCC2)c2ccccc2oc1=O
  0.4, ., 9, -1, -6, -27, 0.3, -22, 6
Cc1cccn2c(=O)c3cc(C(=O)NCCCN4CCCC4=O)n(C)c3nc12
  -0.2, -0.21, -6, -3, 0, -17, -0.3, -26[20 µM], i
CC(=O)Nc1cccc(Oc2ccc(-c3noc(C)n3)cc2)c1
  2.1, -0.42, -12, -3, 16, -5, 1.4, -11[20 µM], -17
O=C(NCc1ccco1)C1CCN(S(=O)(=O)c2cccc3cccnc23)CC1
  ., 0.9, -24, -6, 4, 5, ., -1, 10
Cc1cc(C(=O)CSc2ccc3c(c2)OCCO3)c(C)n1C1CC1
  1.1, -0.76, 11, -6, -5, 1, 0.1, -4, 30
COc1ccc2c(c1)nc(NCCCO)n2Cc1ccccc1
  0.7, 0.79, -5, 1, 11, -5, 1.0, -27, -27
COc1cc(CCC(=O)Nc2ccc(S(=O)(=O)NC3=NCCCCC3)cc2)cc(OC)c1OC
  -0.8, 0.52, -17, -5, -1, -4, 0.4, -18, -17
CSc1ncccc1C(=O)OCn1nnc2ccccc2c1=O
  0.2, -1.3, -16, 6, 4, -5, -0.3, -13, -4
CCOc1cc(/C=C/c2cc(C(=O)O)c3ccccc3n2)ccc1O
  -0.4, -0.084, -1, 17, 22, 8, 0.5, 23, 20
O=C(Nc1ccc(N2CCCCC2)c(C(=O)O)c1)c1ccco1
  -0.9, 0.88, -7, -1, 16, 6, 0.3, -24[20 µM], -21
CCC/C(=N\NC(=O)c1csc(C)c1C)c1cccs1
  -1.2, 1.3, -14, 3, 39, -23, -0.1, -11[20 µM], 4
CN(C)CCNc1nc2c(c(=O)[nH]c(=O)n2C)n1CC(O)COc1ccc(Cl)cc1Cl (stereo not drawn)
  2.2, -0.64, -18, 2, 5, 22, 0.0, -8, -21
CN(C)c1ccc(C(=S)N2CCOCC2)cc1
  0.8, 0.58, -6, -7, 4, 69*, 0.7, 4, 26
S=C(Nc1ccccc1Cl)N1CCCC(c2ccccc2)=N1
  0.8, ., -8, -2, 12, -20, 0.9, -9, 2
COc1cc2c(cc1NC(=O)CSc1nnc(COc3ccc(Cl)cc3)n1C)oc1ccccc12
  -1.1, 0.3, -4, -5, 12, -18, 0.8, -9[20 µM], -29

Compound profiles (already shown):
Profile of CCC/C(=N\NC(=O)c1csc(C)c1C)c1cccs1 : TRPN1 ag = -1.2; KCC2 mod = 1.3; EBV gp42 block = -14; thrombin 1536 = 3; PPC-1+TRAIL kill = 39; Tb hexokinase = -23; TRPML3 agonist = -0.1; Furin inhibitor = -11[20 µM]; m-calpain inh = 4
Profile of CSc1ncccc1C(=O)OCn1nnc2ccccc2c1=O : TRPN1 ag = 0.2; KCC2 mod = -1.3; EBV gp42 block = -16; thrombin 1536 = 6; PPC-1+TRAIL kill = 4; Tb hexokinase = -5; TRPML3 agonist = -0.3; Furin inhibitor = -13; m-calpain inh = -4

The listing continues.
Each structure is followed by: TRPN1 ag, KCC2 mod, EBV gp42 block, thrombin 1536, PPC-1+TRAIL kill, Tb hexokinase, TRPML3 agonist, Furin inhibitor, m-calpain inh
Cc1ccnc(NS(=O)(=O)c2ccc(NC(=O)Cc3ccccc3)cc2)n1
  3.2, -0.5, -20, -2, 30, -2, 0.6, -19, 0
O=C(CSc1nnc(CNC(=O)c2ccco2)o1)NC1CCCC1
  2.2, ., -16, 0, 21, 0, 1.1, -23[20 µM], -4
CCCc1[nH]n(-c2ccc([N+](=O)[O-])cc2)c(=O)c1C=NCCCn1ccnc1
  2.6, ., 4, -10, 4, -23, 0.5, -5, -2
COc1ccc(N(C(=O)c2ccco2)C(C(=O)NC2CCCC2)c2ccc(N(C)C)cc2)cc1 (stereo not drawn)
  -0.9, 0.3, -15, 0, 19, 1, -0.4, -7, -28
CN(C)C(=O)CSc1nnc(-c2cccs2)n1-c1ccccc1
  0.7, ., -11, 0, 28, -12, 0.1, -27, 18
CCOc1cccc2c1OC1(C)CC2NC(=O)N1Cc1ccccc1 (stereo not drawn)
  -1.2, 0.5, 5, 4, 8, 6, 0.3, -8, 12
Cc1cccc(C)c1NC(=O)c1sc(Cl)nc1C
  -0.5, 3.3, 1, -2, 3, 0, -0.5, -23, -2
CCOc1cc(C2C(C(=O)OC)=CN(C3CCCC3)C=C2C(=O)OC)cc(Br)c1O
  -0.3, -0.48, -18, -2, -4, 2, -0.4, -29[20 µM], -226
CCc1c(C)nc2ncnn2c1NCCc1ccc(Cl)cc1
  7.7, ., -8, -4, 0, -3, 2.8, -22, -6
COc1cc(-c2noc(CCC(N)=O)n2)cc(OC)c1OC
  -0.3, 0.2, -8, -3, 11, 1, -0.4, -19, -6
Cc1ccc2nc3nc(NCC4CCCO4)c(C(=O)NC4CCCC4)cc3c(=O)n2c1 (stereo not drawn)
  0.2, 0.028, -3, -31, 13, -9, 1.0, -123, i
Cc1c(NS(=O)(=O)c2ccc3c(c2)c(=O)n(C)c(=O)n3C)c(=O)n(-c2ccccc2)n1C
  -0.8, 0.068, -15, -14, -3, 1, 0.3, -9[20 µM], -20
CCN(CC)c1ccc(/C=N/N2CCOCC2)c(O)c1
  0.1, 0.32, -28, -4, 16, -46, 0.8, -5, 17
Cc1[nH]n(-c2ccccc2)c(=O)c1N=Nc1ccc2c(c1)OCCO2
  -1.6, 0.95, 1, -5, 1, -11, 0.5, -14, -9
COc1cc2c(cc1OC)C(=S)NC1(CCCC1)C2
  -0.3, ., -15, 4, 0, -6, 0.4, -7, 18
c1ccc(-c2cc(-c3ccncc3)nc3ccc4ccccc4c23)cc1
  1.1, 0.36, 13, -5, 16, -3, 1.2, -1, -5
CCCn1c(=O)c2ccccc2n2c(SCCOc3ccc(OC)cc3)nnc12
  -1.2, -1, -18, -2, 6, 1, 1.2, -16, 2
CCOc1ccc(-n2cc(-c3ccccc3)c3c(N4CCOCC4)ncnc32)cc1
  1.1, 0.72, -4, -4, 22, -5, 0.6, -12, -8
COc1ccc(/C=N/NC(=O)c2ccc(-c3ccccc3)cc2)cc1O
  -0.7, -0.62, 9, -6, -1, -14, -0.3, -2, 10
CCC(C)c1ccc(NC(=S)NC2CCN(Cc3ccccc3)CC2)cc1 (stereo not drawn)
  2.6, 0.025, -4, -3, 7, 2, 3.0, -14, 10
